mIAP inh = mouse IAP inhibition. purified mouse IAP, CDP-Star luminescence, 30 min. inhibition, % at 10 µM. 0.2% of 330,000 active. AID 2806;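 active = inhibition of at least 40% at 10 µM in the primary screen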;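 also: plate controls were DMSO with enzyme for no effect and no enzyme wells for full effect; values of inactives mirror those of a sister screen read the other way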
hIAP inh = blocks human intestinal alkaline phosphatase; P09923; purified IAP, CDP-Star luminescence, 30 min; inhibition, % at 10 µM; 0.12% of 330,000 active; AID 2544;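 active = inhibition reaching a set limit with compound at 10 µM in the primary screen, cut at about 35% in these data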;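 also: plate controls were DMSO wells with enzyme for no effect and no-enzyme buffer wells for full effect; values of inactives mirror those of a sister screen read the other way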
Target sequence (P09923 whole entry, looked up): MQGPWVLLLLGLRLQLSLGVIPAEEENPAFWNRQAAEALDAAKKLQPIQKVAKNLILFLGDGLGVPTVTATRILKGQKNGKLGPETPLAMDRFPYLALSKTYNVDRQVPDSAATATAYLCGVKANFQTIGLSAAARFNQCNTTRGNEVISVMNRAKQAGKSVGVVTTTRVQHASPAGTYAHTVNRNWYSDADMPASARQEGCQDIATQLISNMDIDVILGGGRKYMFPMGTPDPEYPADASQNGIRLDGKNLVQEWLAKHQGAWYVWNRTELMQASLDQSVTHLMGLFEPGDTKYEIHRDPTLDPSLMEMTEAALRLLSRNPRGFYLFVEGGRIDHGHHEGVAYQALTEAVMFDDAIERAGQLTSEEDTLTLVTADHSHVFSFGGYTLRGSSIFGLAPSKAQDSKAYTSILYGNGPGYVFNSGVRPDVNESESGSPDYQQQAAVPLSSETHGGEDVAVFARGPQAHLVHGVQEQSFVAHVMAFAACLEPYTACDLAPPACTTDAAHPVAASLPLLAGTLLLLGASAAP
NALP3 yeast inh = blocks the NALP3 inflammasome reconstituted in yeast | Yeast reconstituted NLRP3/ASC/caspase-1, beta-gal luminescence, 24 h | inhibition, % at 10 µM | 0.39% of 330,000 active;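 active = inhibition of 50% or more; inactive = inhibition below 50%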;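 also: plate controls were induced DMSO wells for no effect and uninduced yeast grown without galactose for full effect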
tim10-1 inh = tim10-1 yeast growth inhibition; inhibition, % at 20 µM; S. cerevisiae tim10-1 ts strain growth, BacTiter-Glo, 24 h; 2.2% of 330,000 active;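 active = inhibition of at least 40%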;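 also: mutant grown at 25 °C; 0% = DMSO wells with yeast and 100% = wells holding no yeast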
MIN6 prolif = induces beta-cell replication in MIN6 cells | MIN6 cells proliferation, ATPlite luminescence, 48 h; cells starved in 0.2% serum; 100% = growth in 10% serum | proliferation, % at 10 µM | 0.29% of 330,000 active;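 active = compounds whose signal lies at least 3.5 SD above the mean of all wells on their plate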;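 also: 0% = DMSO-treated cells in low-serum medium and 100% = 10% serum control; some compounds called inactive have numbers as strong as hits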
TIM10 inh = growth inhibitors of TIM10 yeast strain | S. cerevisiae TIM10 strain growth, BacTiter-Glo luminescence, 24 h | inhibition, % at 10 µM | 1.4% of 330,000 active | AID 463195;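 active = inhibition of 40% or more at the single tested concentration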;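 also: wild-type TIM10 isogenic control strain grown at permissive 25 °C; 0% = DMSO yeast wells and 100% = minimal medium wells without yeast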
APOBEC3A inh = inhibitors of human APOBEC3A DNA deaminase; inhibition, % at 20 µM; AID 493011; P31941; recombinant A3A, FAM/TAMRA ssDNA deamination fluorescence; 0.41% of 330,000 active;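 active = at least 40% inhibition at 20 µM here, with at most 30% in a related deaminase screen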;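 also: plate controls were A3A with DMSO for no effect and wells lacking A3A enzyme for full effect; some results filed as inactive read as strong as hits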
Target sequence (P31941 whole entry, looked up): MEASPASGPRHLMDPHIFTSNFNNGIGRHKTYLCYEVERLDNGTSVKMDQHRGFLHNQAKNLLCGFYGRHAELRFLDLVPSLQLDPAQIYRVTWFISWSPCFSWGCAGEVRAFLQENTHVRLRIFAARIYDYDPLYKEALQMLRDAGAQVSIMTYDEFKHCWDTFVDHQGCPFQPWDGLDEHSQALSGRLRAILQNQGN
A3G deaminase = blocks human APOBEC3G single-stranded DNA deamination; recombinant A3G, ssDNA deamination FAM/TAMRA fluorescence; inhibition, % at 20 µM; 0.28% of 330,000 active; AID 493012;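 active = inhibition of at least 40% at 20 µM, with no more than 30% in the related APOBEC3A deaminase screen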;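 also: plate controls were DMSO wells with A3G for no effect and wells lacking A3G enzyme for full effect; some compounds called inactive have numbers as strong as hits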
mIAP activ = mouse IAP activation | muIAP, CDP-Star luminescence, 30 min; active compounds read high; 1 = vehicle-only enzyme signal, 0 = enzyme-free wells | activation factor at 10 µM | 0.24% of 330,000 active | AID 2805;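 active = activation factor of at least 2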; also: the source names both 10 and 20 µM as test concentration; values of inactives mirror those of a sister screen read the other way
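Assay system: mouse IAP enzyme; reagent: chemiluminescent substrate CDP-Star; dosing: test compounds delivered from DMSO solution; schedule: 30 min at room temperature; measured by: luminescence from enzymatic CDP-Star hydrolysis; controls: DMSO-only wells and no-enzyme negative control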
Starred values were filed as active, the others as inactive; i = inactive. Random draw from the library; any-hit rate near 4.6%.

SMILES | mIAP inh | hIAP inh | NALP3 yeast inh | tim10-1 inh | MIN6 prolif | TIM10 inh | APOBEC3A inh | A3G deaminase | mIAP activ
C#CCOCCOCCOCCNc1nc(N2CCN(C(=O)CCCCCCCCCCNC(=O)Cn3cc(C[C@@H](C)O)nn3)CC2)nc(N2CCN(C(=O)CCCCCCCCCCNC(=O)[C@@H]([C@H](C)CC)n3cc(CCCCCN)nn3)CC2)n1 | i | -8 | 36 | 31 | -9 | 13 | 2 | 4 | 6.1*
O=C(/C=C/c1cccs1)c1cc(Cl)ccc1OC(=O)N1CCOCC1 | 11 | -4 | 11 | 50* | 0 | 53* | -1 | -2 | 0.89
Cc1nc(NCCO)c2nnn(Cc3ccccc3F)c2n1 | 4 | 11 | 9 | 12 | -1 | 1 | 0 | -2 | 0.95
CCCOc1ccc(-c2nc(-c3ccc([N+](=O)[O-])cc3)cs2)cc1 | 13 | 3 | 14 | 0 | 2 | 5 | -5 | 4 | 0.87
COc1cccc(/C=N/Nc2snc(SC)c2C#N)c1O | 11 | 18 | 28 | 20 | -6 | 16 | -5 | -8 | 0.89
O=C(O)c1ccc(S(=O)(=O)Cc2ccccc2)cc1 | -8 | -6 | 0 | 11 | 0 | -9 | -5 | -6 | 1.1
CC(=O)c1ccc(-n2c(SCC(=O)c3c[nH]c4ccccc34)nc3ccccc3c2=O)cc1 | 4 | 0 | -4 | 9 | 0 | 12 | -3 | -6 | 0.95
NNC(=O)CNC(c1ccccc1)c1cc(Br)ccc1NC(=O)CCN1CCOCC1 (stereo not drawn) | -4 | 10 | 24 | 1 | -1 | -5 | 4 | 6 | 1
Cc1cc(C(=O)NCCc2ccc(Cl)cc2)n(-c2ccccc2)n1 | -2 | -9 | 9 | 16 | -6 | 13 | -5 | -3 | 1
COC(=O)C1(O)CC(C(C)C)=NN1C(=O)c1ccccc1 (stereo not drawn) | 0 | -1 | 13 | 10 | -1 | 10 | -4 | -10 | 1
CN1CCN(C(=S)c2cn(Cc3ccccc3F)c3ccccc23)CC1 | -15 | 8 | 17 | 19 | -1 | 1 | -7 | -7 | 1.2
COc1ccc(-c2oc3cccnc3c2-c2ccc(OC)nc2)cc1 | 8 | 3 | 28 | 27 | -3 | 29 | 3 | 2 | 0.92

Limited to hIAP inh (3 entries from above):
Structure | hIAP inh
COC(=O)C1(O)CC(C(C)C)=NN1C(=O)c1ccccc1 (stereo not drawn) | -1
CN1CCN(C(=S)c2cn(Cc3ccccc3F)c3ccccc23)CC1 | 8
COc1ccc(-c2oc3cccnc3c2-c2ccc(OC)nc2)cc1 | 3

(cont.)
SMILES | mIAP inh | hIAP inh | NALP3 yeast inh | tim10-1 inh | MIN6 prolif | TIM10 inh | APOBEC3A inh | A3G deaminase | mIAP activ
Cc1ccc(C(=O)Nc2ccccc2SCC2CSc3nc4ccccc4c(=O)n32)cc1 (stereo not drawn) | 3 | -9 | 9 | -5 | -3 | -9 | 4 | 1 | 0.97
CC(=O)c1c(O)cc(C)n(-c2ccc(F)cc2)c1=O | 9 | -11 | 10 | 6 | 0 | -14 | 0 | -5 | 0.91
O=C(Nc1ccc(C(F)(F)F)cc1)C1CCCN1S(=O)(=O)c1cccc2cccnc12 (stereo not drawn) | -3 | 7 | 5 | 30 | -2 | 29 | 6 | 6 | 1
COC(=O)CCCCCCCCC(=O)Nc1nc2ccccc2s1 | 5 | 9 | 10 | 21 | 0 | -5 | -2 | -1 | 0.95
CSc1ccccc1C(=O)NCc1ccc2c(c1)OCO2 | 9 | 6 | -7 | 4 | -2 | 1 | -2 | -5 | 0.91
Cc1cccc(C)c1NC(=O)CCn1cnc2ccccc2c1=O | 2 | -15 | 9 | 1 | 1 | 0 | 1 | -4 | 0.98
Cc1ccccc1C(=O)Oc1cc(N)n(S(C)(=O)=O)n1 | -1 | 7 | 6 | 23 | 2 | 10 | -1 | -3 | 1
COc1ccc(-c2nnc(NC(=O)c3ccc([N+](=O)[O-])o3)o2)c(OC)c1 | 15 | -18 | 23 | -16 | -6 | -20 | 0 | 0 | 0.85
O=S(=O)(c1ccc(-c2ccno2)s1)N1CCCCC1 | 4 | -1 | 15 | 9 | 2 | 13 | -2 | -6 | 0.96
Cc1ccc2c(c1)[C@H]1[C@H](CO2)[C@H](c2ccccc2)[C@]2(C)C(=O)N(CC3CCCO3)CC(=O)N12 (stereo partly drawn) | 1 | 17 | 11 | 6 | 1 | 8 | -3 | -5 | 0.99
Cc1nc(SCC(=O)NCc2ccco2)c2c(=O)n(C)c(=O)n(CC(C)C)c2n1 | 2 | 3 | 14 | 12 | -1 | 23 | -1 | -6 | 0.98
O=S(=O)(c1ccccc1)N1N=C(c2ccccc2)CC1c1ccccc1F (stereo not drawn) | 8 | 6 | -75 | 35 | -4 | 24 | -5 | -4 | 0.92
O=C(c1cccc(S(=O)(=O)N2CCOCC2)c1)N1CCCC(C(F)(F)F)C1 (stereo not drawn) | 4 | 9 | 16 | 4 | 4 | -3 | -3 | -7 | 0.96
COc1ccc2c(c1)[C@@H]1[C@H](CO2)[C@H](c2ccccc2)[C@]2(C)C(=O)NCC(=O)N12 | 5 | 7 | 9 | 17 | -4 | 2 | -4 | -5 | 0.95
CCc1ccccc1NC(=O)CN1CCN(C(=O)CNC(=O)Cc2cccc3ccccc23)CC1 | -14 | 5 | 6 | -11 | -2 | 8 | -4 | -8 | 1.1
COC(=O)c1nnn(-c2ccsc2C(=O)OC)c1C(=O)OC | -3 | 7 | 11 | -3 | 7 | -18 | 6 | -2 | 1
O=C(Cc1ccc2c(c1)CCCC2)Nc1ccccc1Br | 4 | 7 | 27 | 17 | -3 | 2 | 2 | -1 | 0.96
CCCc1nc(SCC(=O)c2ccc(OC)cc2)c2ccccc2n1 | 12 | 22 | 29 | -4 | 1 | -3 | 0 | -3 | 0.88
O=C(CN1CCCc2ccccc21)NCc1ccccc1Cl | -13 | -2 | 12 | 3 | -1 | -27 | -2 | -9 | 1.1
CC(=O)Nc1ccc(S(=O)(=O)Nc2ccc(C)c([N+](=O)[O-])c2)cc1 | 0 | -3 | 9 | 2 | -1 | 6 | 3 | -2 | 1
O=C(OCN1C(=O)c2ccccc2C1=O)/C(=C\c1ccco1)NC(=O)c1ccccc1 | 4 | 10 | 1 | 18 | 4 | 0 | 6 | 0 | 0.96
NN=C(c1ccccc1)c1ccccc1 | -6 | -2 | -7 | 5 | -4 | 5 | -3 | -5 | 1.1
Cc1cc2c(c(SCC(=O)NCc3ccccc3Cl)n1)C(=O)OC2 | 1 | 8 | 12 | 13 | 0 | -3 | 1 | -3 | 0.99
CCCCc1nc2ccccc2c(NC(=O)CN(CC)CC)c1CCC | -12 | -12 | 5 | 26 | 2 | 11 | 2 | -2 | 1.1
CN(CC1CCCN(CCc2cccc(C(F)(F)F)c2)C1)C(=O)c1ccc2nc[nH]c2c1 (stereo not drawn) | 12 | 8 | -4 | -3 | 1 | 0 | -3 | -6 | 0.88
CC12CCC(C(=O)Nc3ccc(SC(F)F)cc3)(CC1=O)C2(C)C (stereo not drawn) | -17 | -5 | 4 | 34 | -3 | 20 | 0 | 4 | 1.2
O=C(COC(=O)C12CC3CC(CC(C3)C1)C2)Nc1ccc([N+](=O)[O-])cc1Br | 0 | -26 | 2 | 14 | 0 | -9 | -1 | -4 | 1
COC(=O)C1=C(C)n2nnnc2NC1c1cc2ccccc2o1 (stereo not drawn) | 3 | 12 | -2 | 14 | 0 | 13 | -2 | -2 | 0.97
Cn1c(=O)n(C)c2cc(S(=O)(=O)N3CCCc4ccccc43)ccc21 | 2 | -2 | 4 | 8 | -1 | 13 | 5 | 0 | 0.98
COc1cccc(NC(=O)CN(C)C(=O)c2ccc(OCc3ccccc3)c(OC)c2)c1 | -8 | 16 | 11 | 8 | 3 | 14 | -1 | -9 | 1.1
COc1ccc(CCNCc2ccc(OCC(=O)N3CCCCC3)c(OC)c2)cc1OC | -4 | 7 | -3 | 2 | 2 | -8 | 0 | -9 | 1
Fc1cccc2ncnc(OCc3ccccc3)c12 | -5 | -1 | 13 | 6 | -3 | 6 | -3 | -2 | 1
O=C(NCc1cccs1)[C@@H]1CSC2c3ccccc3C(=O)N21 (stereo partly drawn) | 16 | -5 | 19 | 0 | 2 | 4 | -1 | -5 | 0.84
O=C(COc1ccccc1)N1N=C(c2cccnc2)CC1(O)C(F)(F)F (stereo not drawn) | 10 | -1 | 12 | 11 | 4 | 3 | 33 | 4 | 0.9
CC1CCCC(C)N1C(=O)c1cc(-c2ccc(Cl)c(Cl)c2)on1 (stereo not drawn) | 3 | 17 | 2 | 19 | -6 | 27 | 2 | -1 | 0.97
CNC(=S)NNC(=O)c1noc(C)c1C(=O)N1CCN(C(c2ccccc2)c2ccccc2)CC1 | -2 | -58 | 19 | 6 | -1 | 6 | -2 | -4 | 1
CC1(C)c2[nH]c3ccccc3c2C[C@H]2C(=O)N(Cc3ccc(F)cc3)C(=O)N21 | -16 | -9 | 20 | 8 | -7 | 20 | 0 | -6 | 1.2
Cc1ccc(S(=O)(=O)NCc2csc(C)n2)cc1 | -3 | 2 | 21 | 29 | 3 | -9 | -5 | -6 | 1
CCOc1ccc(C(=O)Nc2ccccc2C#N)cc1[N+](=O)[O-] | 13 | 8 | 22 | 23 | 0 | 11 | 0 | -7 | 0.87
O=C(Nc1ccccc1C(=O)N1CCOCC1)c1ccc(Br)cc1 | -4 | -5 | 8 | -4 | 1 | 6 | 1 | -2 | 1
COc1cc(/C=C/C(=O)OC(C)C(=O)Nc2c(C)n(C)n(-c3ccccc3)c2=O)ccc1OCC#N (stereo not drawn) | 7 | 8 | 6 | 7 | 2 | -2 | 20 | -2 | 0.93
CCOCCCNC(=O)C(c1ccccc1)N(Cc1ccc2c(c1)OCO2)C(=O)CNC(C)=O (stereo not drawn) | 0 | -6 | 18 | 6 | 1 | 4 | -1 | -4 | 1
CN(C)S(=O)(=O)Oc1ccc(Cl)cc1C(=O)Nc1ccc(F)cc1F | 2 | 12 | 2 | 21 | -1 | 20 | 0 | -1 | 0.98
CCc1ccccc1NC(=O)c1onc(C)c1Cl | -10 | -10 | 18 | -4 | -5 | -2 | 2 | 0 | 1.1
CCN(CC)C(=O)Cn1ncc2c1-c1ccccc1OC2 | 1 | 4 | 11 | -2 | -2 | 0 | 0 | 1 | 0.99
O=C(CNC(=O)c1ccc(Cl)cc1)Nc1ccc(S(=O)(=O)Nc2ncccn2)cc1 | 1 | 2 | 1 | 1 | -3 | -12 | 0 | -9 | 0.99
COc1ccc(C2/C(=C(/O)c3ccc(OC(C)C)cc3)C(=O)C(=O)N2CCCN2CCOCC2)cc1 (stereo not drawn) | 5 | -1 | 13 | 22 | 0 | 9 | -8 | -9 | 0.95
Cc1ccc(F)cc1NC(=O)N1CCCN(C(=O)OC(C)(C)C)CC1 | 6 | 2 | 6 | 6 | 0 | 7 | 0 | -1 | 0.94
CCN1CCN(Cc2c(C)[nH]c3ccc(C(=O)OC)cc3c2=O)CC1 | 4 | 2 | 3 | -3 | -1 | 1 | 0 | 4 | 0.96
Cc1ccc(NC(=O)Nc2ncccc2C)cc1 | -2 | 7 | 43 | 0 | -2 | 11 | -2 | 0 | 1

From PubChem BioAssay
